# Screening results deposited in PubChem BioAssay by Sanford-Burnham Center for Chemical Genomics.
# MIN6 prolif = inducers of MIN6 beta-cell proliferation, primary screen, ATP luminescence, uHTS; proliferation, % at 10 µM; MIN6 cells proliferation, ATPlite luminescence, 48 h; cells starved in 0.2% serum; 100% = growth in 10% serum; 0.29% of 330,000 active; AID 2380, 2010;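 active = compounds whose signal lies at least 3.5 SD above the mean of all wells on their plate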;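 also: 0% = DMSO-treated cells in low-serum medium and 100% = 10% serum control; some compounds called inactive have numbers as strong as hits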
# SENP7 inh = SENP7 protease inhibitors, primary screen, biochemical, luminescence, uHTS. Sentrin-specific protease 7 (Homo sapiens), Q9BQF6. 1.5% of 330,000 active. inhibition, % at 5 µM. recombinant SENP7, Z-RLRGG-aminoluciferin luminescence, 40 min;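 active = inhibition above about 50% at the single test dose, limit read from the data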;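 also: plate controls were DMSO with enzyme for no effect and no enzyme buffer wells for full effect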
# Target sequence (Q9BQF6 706-1050 limits assumed): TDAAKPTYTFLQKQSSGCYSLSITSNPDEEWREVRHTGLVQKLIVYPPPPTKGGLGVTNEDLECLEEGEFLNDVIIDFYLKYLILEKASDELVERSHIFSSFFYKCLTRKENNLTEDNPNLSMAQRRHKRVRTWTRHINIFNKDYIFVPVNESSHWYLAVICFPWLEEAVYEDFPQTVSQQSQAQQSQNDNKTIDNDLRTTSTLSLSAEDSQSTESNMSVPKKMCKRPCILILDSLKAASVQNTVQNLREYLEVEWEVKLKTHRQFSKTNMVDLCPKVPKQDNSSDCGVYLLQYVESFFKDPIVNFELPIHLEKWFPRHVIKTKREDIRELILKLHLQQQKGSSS
# UBC13 polyUb = UBC13 polyubiquitin chain formation inhibitors, primary screen, biochemical, TR-FRET, uHTS; Ubiquitin-conjugating enzyme E2 N (Homo sapiens), P61088; inhibition, % at 20 µM; 0.47% of 330,000 active; in the data active = inhibition above about 45%, passing the limit was not always enough
# SENP6 block = SENP6 protease inhibitors, primary screen, biochemical, luminescence, uHTS; Sentrin-specific protease 6 (Homo sapiens), Q9GZR1; Recombinant SENP6 catalytic domain, aminoluciferin luminescence; 1.8% of 330,000 active; inhibition, % at 10 µM; AID 2599, 2010;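 active = inhibition above about 50% at the single tested dose, limit read from the data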;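 also: plate controls were DMSO wells with enzyme for no effect and DMSO wells lacking enzyme for full effect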
# Target sequence (Q9GZR1 628-1112 limits assumed): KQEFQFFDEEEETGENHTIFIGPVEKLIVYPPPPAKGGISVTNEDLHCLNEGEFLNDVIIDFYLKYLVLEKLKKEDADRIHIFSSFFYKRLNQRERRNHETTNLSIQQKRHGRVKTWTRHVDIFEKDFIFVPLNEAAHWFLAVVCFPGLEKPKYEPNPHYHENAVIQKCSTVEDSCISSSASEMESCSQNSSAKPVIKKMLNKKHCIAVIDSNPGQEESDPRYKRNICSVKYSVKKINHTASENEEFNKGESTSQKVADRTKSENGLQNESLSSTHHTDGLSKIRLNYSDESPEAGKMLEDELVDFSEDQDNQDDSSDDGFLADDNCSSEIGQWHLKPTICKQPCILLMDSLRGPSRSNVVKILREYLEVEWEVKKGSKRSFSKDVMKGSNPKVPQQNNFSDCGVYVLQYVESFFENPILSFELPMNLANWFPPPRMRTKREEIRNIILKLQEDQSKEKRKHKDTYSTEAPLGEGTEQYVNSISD
# SENP8 block-1 = SENP8 protease inhibitors, primary screen, biochemical, luminescence; purified SENP8, Z-RLRGG-aminoluciferin cleavage; inhibition, % at 10 µM; 1.2% of 330,000 active; AID 2540, 2010; in the data active = inhibition above about 50%
# Target sequence (Q96LD8 whole entry, looked up): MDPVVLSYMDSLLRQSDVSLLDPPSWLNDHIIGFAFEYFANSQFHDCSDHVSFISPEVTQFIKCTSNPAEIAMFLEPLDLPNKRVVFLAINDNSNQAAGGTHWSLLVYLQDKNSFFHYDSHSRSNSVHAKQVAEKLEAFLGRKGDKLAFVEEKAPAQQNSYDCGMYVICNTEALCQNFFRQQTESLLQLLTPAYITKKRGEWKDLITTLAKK
# HKDC1 inhibitor = HKDC1 hexokinase inhibitors, primary screen, biochemical, fluorescence, uHTS | Q2TB90 | recombinant HKDC1, G6PDH/diaphorase resazurin coupled fluorescence | inhibition, % at 20 µM | 0.16% of 340,000 active;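 active = inhibition above about 35% when tested at 20 µM, limit read from the data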;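 also: plate controls were DMSO wells with enzyme for no effect and DMSO wells lacking enzyme for full effect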
#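 test system = in-house recombinant HK5 (HKDC1) enzyme | amount = HKDC1 at 5 µg/mL | control set = DMSO-enzyme wells negative, buffer-substituted wells positive | compound = one dose of 20 µM, 1% DMSO | schedule = reaction time 90 min, room temperature, protected from light | technique = resorufin fluorescence at 613 nm | reagent = glucose with 1 mM ATP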
# PfG6PD inh = PfG6PD enzyme inhibitors, primary screen, biochemical, fluorescence intensity, uHTS. glucose-6-phosphate dehydrogenase-6-phosphogluconolactonase (Plasmodium falciparum 3D7). PfGluPho enzyme, NADPH resazurin-diaphorase fluorescence. inhibition, % at 20 µM. 0.78% of 350,000 active. AID 504690, 2011;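 active = inhibition reaching at least a set limit at 20 µM in the primary screen, cut at about 59% in these data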;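 also: 0% = DMSO wells with substrate and 100% = DMSO wells lacking glucose-6-phosphate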
# SENP8 block-2 = human SENP8 protease inhibitors, primary screen, biochemical, fluorescence, Nedd8 protein substrate, uHTS; Sentrin-specific protease 8 (Homo sapiens), Q96LD8; recombinant SENP8; inhibition, % at 20 µM; 0.64% of 360,000 active; AID 602440, 2012; in the data active = inhibition mostly above about 40%, no sharp cut-off; inactive = mostly below about 27%
# SENP1 inh = human SENP1 catalytic domain inhibitors, primary screen, biochemical, FRET, uHTS; recombinant SENP1 catalytic domain, CyPet-SUMO1-YPet FRET cleavage; AID 624204, 2012; inhibition, % at 10 µM; 0.21% of 360,000 active;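 active = inhibition at least 30% at 10 µM, raw YFP signal under a set limit, fluorescence ratio 0.5 to 1.5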;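 also: 0% = enzyme with DMSO and 100% = no enzyme wells; some results filed as inactive read as strong as hits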
#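 System: Recombinant human SENP1 catalytic domain, His6-tagged | Incubation: Enzyme reaction for 50 min at room temperature, dark | Medium: Tris pH 8 with BME, BSA, NP40 and catalase | Also added: 25 nM SUMO1 FRET substrate | Compound: 10 µM single point, 0.5% DMSO | Measured by: FRET fluorescence in CFP and YFP emission channels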
# Starred values were filed as active, the others as inactive; . = not tested or not shown.
SMILES,MIN6 prolif,SENP7 inh,UBC13 polyUb,SENP6 block,SENP8 block-1,HKDC1 inhibitor,PfG6PD inh,SENP8 block-2,SENP1 inh
Cc1cccnc1NC1=NCC(C)S1 (stereo not drawn),6,-6,-5,-10,-6,8,-8,23,-1
C[C@]12CCC(=O)CC1CCC1C2CC[C@]2(C)C(OC(=O)CCC(=O)O)CCC12 (stereo partly drawn),2,3,-6,-17,4,-2,-14,8,1
CCOC(=O)C(NC(C)=O)C(OC(C)=O)c1cccc(N(CCCl)CCCl)c1 (stereo not drawn),-2,1,1,-19,2,5,10,14,-4
FC(F)(F)c1cccc(C2NCc3ccccc3-n3cccc32)c1 (stereo not drawn),-1,0,11,16,1,3,5,2,2
COC(=O)C1=C(c2cc3ccccc3o2)C[C@@H]2CC[C@H]1N2C(=O)NCc1ccccc1,4,12,2,-17,-6,1,2,8,0
COc1cccc(-n2c(O)c(C=NCCN3CCNCC3)c(=O)[nH]c2=S)c1,-4,4,0,17,2,0,4,2,3
CCc1nn(CC(=O)N2CCC3(CC2)OCCO3)c(=O)c2cccn12,-3,8,-1,3,-3,-6,-11,8,-1
Cc1ccc(CN2CCN(Cc3ccccc3)CC2)cc1,-2,5,5,3,4,-9,-6,10,1
CN1C(=O)C(c2ccccc2)C(=O)N(C)C1=O,-1,-15,7,-11,-8,-3,7,30,2
C=CCOC(=O)c1ccccc1N,-1,3,3,-11,-18,2,3,-420,0
O=C(Cc1ccccc1)OCC(=O)N1CCN(S(=O)(=O)c2ccc(Cl)cc2)CC1,-6,-10,-1,-8,-17,2,-2,2,2
COc1ccc(OCC#CCN2CCC(C)CC2)cc1,0,-8,4,-8,-3,-12,-5,5,0
CCCCn1c(=O)c(C=Nc2ccc(Cl)cc2)c(O)n(Cc2ccco2)c1=O,-4,-5,-16,-8,5,-7,12,-279,-23
COC(=O)C1=C(c2cc3ccccc3o2)C[C@@H]2CC[C@H]1N2C(=O)NCc1ccco1,-2,4,3,19,6,-3,-3,-5,2
c1ccc2nc(OCCN3CC3)ccc2c1,-5,3,4,-5,0,0,-3,.,.
CCOC(=O)CC(NC(=O)C(Cc1ccc(N(CCCl)CCCl)cc1)NC(C)=O)C(=O)OCC (stereo not drawn),-5,6,0,-16,3,-6,-4,8,0
CCCOP(=O)(OCCC)C(NC(=O)c1ccccc1)=C(Cl)Cl,1,4,-2,-11,-7,-5,14,25,1
CC(=O)O[C@@H]1/C=C/[C@](C)(O)C[C@@H](C)C/C=C/[C@H]2[C@H](O)[C@@](C)(O)[C@@H](C)[C@H]3[C@H](Cc4ccccc4)NC(=O)[C@@]312,-2,-1,4,-16,-2,7,-7,21,1
O=C(C(=O)N1CCOCC1)c1cn(CCCOc2ccccc2)c2ccccc12,0,3,29,-1,-1,2,1,12,2
Cc1cccn2c(NCC3CCCO3)c(C(C)C)nc12 (stereo not drawn),0,0,13,8,-1,-1,4,-286,0
C=CC1CN2CCC1CC2C(OC(C)=O)c1ccnc2ccc(OC)cc12 (stereo not drawn),0,-3,4,-20,-4,-4,-4,-26,1
O=c1[nH]c(=S)n(Cc2ccc(F)cc2)c(O)c1C=NCC1CCCO1 (stereo not drawn),-3,6,-2,6,-5,0,-14,17,0
COc1ccc2c(CCN)c[nH]c2c1,-4,-10,-6,-7,-12,-7,-2,8,2
COc1ccc(/C=C2\C(=O)NC(=S)N(C)C2=O)cc1C,1,-6,-14,6,-7,36*,4,14,-3
CN1CCN(c2ncnc3c2cnn3C)CC1,1,-5,-7,5,-9,-2,15,8,-4
CCC/C(=N\O)c1c[nH]c2ccccc12,2,-5,2,-13,-8,5,-1,-5,0
Clc1ccc(C(OCCN2CCCCC2)c2ccccc2)cc1 (stereo not drawn),-7,3,22,4,-2,-2,0,7,0
Nc1ccccc1C(=O)OCCc1ccccc1,-2,75*,11,76*,73*,2,23,-387,0
COc1ccc2[nH]c3c(c2c1)CCN=C3C,-1,2,6,7,4,-10,-3,-198,-4
Cc1nc2ccccc2c(=O)n1-c1cccnc1,-1,7,3,1,6,-4,-10,9,2
CC1C(=O)OC2CCN3CC=C(COC(=O)C(C)(O)C1(C)O)C23 (stereo not drawn),.,.,.,.,.,-6,5,34,1
CCCCOc1ccc(C(C)=O)cc1Cc1c(O)[nH]c(=S)[nH]c1=O,-2,-3,4,10,-4,-6,-4,14,1
Cn1c(O)c(C=NC2CCN(Cc3ccccc3)CC2)c(=O)[nH]c1=O,1,-1,2,-14,-8,-4,-7,15,4
COc1cc(CN=C(C)c2c(O)n(C)c(=O)n(C)c2=O)cc(OC)c1,-2,2,11,-6,-4,1,-2,10,0
CCN1CCN(c2nc3c(c(=O)[nH]2)CCCC3)CC1,4,5,-1,-2,-3,-1,-16,17,1
CCOc1cc2c(cc1OCC)-n1cccc1C(c1cccc([N+](=O)[O-])c1)NC2 (stereo not drawn),-4,11,9,8,-4,-4,17,19,2
COC(=O)CCCNC(=O)CN1CC(c2ccccc2)CC1=O (stereo not drawn),-2,0,-2,4,-3,-2,5,7,1
CCOC(=O)c1c(C)n(C(C)C)c2ccc(OC(=O)c3ccc(N4C(=O)CCC4=O)cc3)cc12,0,-2,6,12,9,12,2,17,0
CCCCOC(=O)c1ccccc1N,.,.,.,.,.,-3,7,-389,2
O=C1NC(=O)N(Cc2ccc(F)cc2)C(=O)/C1=C/c1cccs1,2,-7,-14,-10,2,12,54,-1,-3
O=C(NC1CN2CCC1CC2)c1cc(Cl)c([N+](=O)[O-])c2nc[nH]c12 (stereo not drawn),-2,0,-14,4,2,8,-14,16,3
O=C(c1ccccc1F)N1CCC2(CC1)OCCO2,1,7,3,-3,-3,3,-4,24,0
C1CCC(NC2CCCCC2)CC1,2,6,4,-9,-1,1,-12,5,0
O=C1C(c2ccccc2)=C(N2CC2)c2ccccc21,-3,0,-34,-13,15,5,1,37,3
CC1CCOC(=O)C=CC=CC(=O)OC2CC3OC4C5OC5(C)C(O)CC4(COC(=O)C1O)C2(C)C31CO1 (stereo not drawn),.,.,.,.,.,-2,10,20,2

# Single records, from the list above.
# Shown for CCCCOC(=O)c1ccccc1N = MIN6 prolif = .; SENP7 inh = .; UBC13 polyUb = .; SENP6 block = .; SENP8 block-1 = .; HKDC1 inhibitor = -3; PfG6PD inh = 7; SENP8 block-2 = -389; SENP1 inh = 2
# Shown for O=C1C(c2ccccc2)=C(N2CC2)c2ccccc21 = MIN6 prolif = -3; SENP7 inh = 0; UBC13 polyUb = -34; SENP6 block = -13; SENP8 block-1 = 15; HKDC1 inhibitor = 5; PfG6PD inh = 1; SENP8 block-2 = 37; SENP1 inh = 3
# Shown for CCCCOc1ccc(C(C)=O)cc1Cc1c(O)[nH]c(=S)[nH]c1=O = MIN6 prolif = -2; SENP7 inh = -3; UBC13 polyUb = 4; SENP6 block = 10; SENP8 block-1 = -4; HKDC1 inhibitor = -6; PfG6PD inh = -4; SENP8 block-2 = 14; SENP1 inh = 1

# Next section
SMILES,MIN6 prolif,SENP7 inh,UBC13 polyUb,SENP6 block,SENP8 block-1,HKDC1 inhibitor,PfG6PD inh,SENP8 block-2,SENP1 inh
CCc1nnc(NS(=O)(=O)c2ccc(N=Cc3c(O)n(-c4ccccc4)c(=O)[nH]c3=O)cc2)s1,-2,-4,-8,3,4,-1,11,0,2
CC12CCC3C(CCC4(O)CC(O)CCC34C=O)C1(O)CCC2C1=CC(=O)OC1 (stereo not drawn),.,.,.,.,.,-3,7,5,-9
COc1cc(C)cc(CN2CC=C(c3ccccc3)CC2)c1O,-6,0,2,-11,-3,-8,10,30,2
O=C1NC(=O)C2(CCN(c3ccccc3)CC2)C(=O)N1,.,.,.,.,.,-1,2,14,0
Oc1c(Cl)c(Cl)c(Cl)c(Cl)c1Cl,-8,-11,-11,-16,-8,6,0,0,2
COc1cc2c(cc1OC)C1C(=O)c3ccc4c(c3OC1CO2)CC(C(C)C)O4 (stereo not drawn),.,.,.,.,.,4,3,3,-2
Brc1ccc(CN2CCNCC2)s1,-2,-2,7,-8,-4,-6,27,8,0
CN(C)CC#CCn1c2ccccc2c2ccccc21,-2,-7,4,-6,-8,-1,-22,-2,1
C[N+](C)(C)CC1CCCC(C[N+](C)(C)C)C1=O (stereo not drawn),.,.,.,.,.,-6,20,10,3
COc1ccc2[nH]cc(C3=CCNCC3)c2c1,1,3,21,3,9,.,.,.,.
O=C1CN=C(c2ccccc2)c2cc(Br)ccc2N1,-2,13,-2,3,-13,-7,-10,11,0
COc1ccc(C(O)c2ccccc2OP(=O)(N(C)C)N(C)C)cc1 (stereo not drawn),-1,-6,-11,-12,-9,-7,20,3,-1
O=C(CCCCCn1c(=S)[nH]c2ccccc2c1=O)N1CCC2(CC1)OCCO2,4,11,9,-4,1,0,5,1,-1
CC(=O)O[C@H]1CC[C@@]2(C)C(=CC(=O)C3C2CC[C@@]2(C)C3C[C@H](OC(C)=O)[C@@H]2OC(C)=O)C1 (stereo partly drawn),1,5,-3,-1,8,-5,4,5,-9
CN(C)CCn1cnc2ccccc21,-2,-3,11,6,-3,-5,-11,22,0
COc1ccc(C(O)P(=O)(OC(C)C)OC(C)C)cc1 (stereo not drawn),-2,-5,3,-18,-1,-1,-5,13,1
COc1ccc(CC2(CCc3ccncc3)C(=O)NC(=O)NC2=O)cc1,-1,-3,0,-2,-2,-7,-10,7,2
CCN1CCN(Cc2cc(Br)cc(Br)c2O)CC1,-3,3,4,13,7,0,0,24,3
COC(=O)C1=C(c2ccc(OC)c(OC)c2)C[C@@H]2CC[C@H]1N2C(=O)NCCc1ccccc1,4,0,-1,-10,5,-4,2,17,3
O=C1NC(=O)N(c2ccc3c(c2)OCO3)C(=O)/C1=C/c1cccs1,0,6,-6,7,-3,-3,67*,7,-3
NP(=O)(Nc1ccccc1)Nc1ccccc1,.,.,.,.,.,0,-2,3,-1
CC1CCCC(NC(=O)COC(=O)Cc2ccccc2)C1C (stereo not drawn),-4,-5,11,4,6,-3,-3,9,1
COc1cc(CC2C(=O)N(C)C(=O)N(C)C2=O)ccc1OCc1ccccc1,1,0,-26,3,-7,-17,5,23,-1
Brc1ccc(-[n+]2c(-c3ccccc3)cc(-c3ccccc3)cc2-c2ccccc2)cc1,-9,2,27,-2,3,-4,3,-104,2
Cc1ccccc1NC1=NCC(C)S1 (stereo not drawn),-6,5,11,-14,-5,-7,3,14,0
Cc1cc(OC(=O)N(C)C)n(-c2ccccc2)n1,3,-4,2,5,-4,-7,0,7,0
CC(N)Cc1c[nH]c2c1ccc1ccccc12 (stereo not drawn),-3,2,9,1,-2,-5,-8,-50,-3
COc1cc([C@@H]2c3cc4c(cc3[C@@H](OC)[C@H]3COC(=O)[C@H]23)OCO4)cc(OC)c1O,-5,-2,3,-9,-5,-4,-2,16,0
C[C@]12CCC3C(CC[C@H]4C[C@H](O)CC[C@]34C)C1[C@@H](O)C[C@@H]2O (stereo partly drawn),-2,-14,-19,-4,-22,-9,0,10,0

# An excerpt; rates above refer to the full screens.
